NCI-60 one-dose screen, 48 h, at 10 µM unless noted. Numbers give growth in % (100 = growth as untreated, 0 = no growth, -100 = all killed).
MCF7: MCF7 breast cancer; 82,000 compounds, 6.3% hits
K-562: K-562 leukemia. 78,000 compounds, 7.4% hits
BT-549: BT-549 breast cancer. 78,000 compounds, 4.4% hits
MDA-MB-468: MDA-MB-468 breast cancer; 78,000 compounds, 8.5% hits; AID 2202374
SR: SR leukemia cells; 73,000 compounds, 8.7% hits; AID 1794780
T-47D: T-47D breast cancer; 79,000 compounds, 5% hits
HS 578T: HS 578T breast cancer; AID 1794788; 78,000 compounds, 4.1% hits
MDA-MB-231: MDA-MB-231 breast cancer | AID 1794789 | 81,000 compounds, 5% hits
Active calls of the source: *; · = not tested or not shown; & = joins results of further samples. Rule for the calls: active = growth percent below 10; inactive = the rest.

SMILES	MCF7	K-562	BT-549	MDA-MB-468	SR	T-47D	HS 578T	MDA-MB-231
CCN(CC)c1ccc(-c2cc(-c3cc(OC)c(OC)c(OC)c3)nc(N3CCC(O)CC3)c2C#N)cc1	-33.3*	2.0*	-1.4*	-48.2*	12.0	2.1*	-13.8*	-58.7*
CCN(CC)CCCC(C)Nc1ccnc2cc(C)c(C)cc12 (configuration not stated)	103.3	97.3	100.4	90.5	·	119.9	·	86.1
Cc1cc(C)c(SSc2nnnn2-c2ccccc2)c(C)c1	95.4	99.5	109.3	112.0	96.7	95.9	101.8	110.5
COC(=O)C1=Nc2ccc(F)cc2/C1=C\c1sc(Nc2ccc(O)cc2)nc1O	22.0	23.2	35.0	56.1	24.2	62.4	46.1	76.7
O=c1[nH]c(=S)[nH]cc1Oc1ccc(Cl)cc1Cl	97.2	98.0	107.5	97.8	77.1	94.0	96.7	100.1
NC(=NCCCOc1ccc(F)cc1)Nc1ccc(Cl)c(Cl)c1	18.1	12.6	91.2	41.0	52.1	29.2	65.7	44.0
c1ccc(CCCCc2ccc3ccccc3n2)cc1	108.2	101.9	101.7	111.1	99.7	·	98.7	106.3
COc1ccc(CCC2CCCC2C2CC2)cc1 (configuration not stated)	92.7	99.2	103.1	97.5	124.8	105.4	99.7	103.0
CC(=O)C(N=Nc1ccc(-c2ccc(N=NC(C(C)=O)C(=O)Nc3ccccc3C)c(Cl)c2)cc1Cl)C(=O)Nc1ccccc1C (configuration not stated)	93.5	98.5	102.4	110.6	100.6	84.6	92.8	93.2
CCNC(=O)[C@H](O)[C@H](Cc1ccccc1)N(Cc1ccccc1)Cc1ccccc1	78.0	79.4	94.7	78.0	93.1	70.2	81.3	91.7
CCCNc1nc2ccccc2c2c(=O)c3c(Cl)cccc3sc12	49.0	79.6	102.3	86.8	72.4	63.9	93.0	100.6
Cc1ccc2nc(COc3ccc(NC(=O)Nc4ccc(Cl)c(Cl)c4)cc3)[nH]c2c1	39.3	70.7	83.0	51.8	65.7	85.2	90.4	91.2
C=CC(=O)N1CCN(c2cccc(Oc3nccc(Nc4nnc(-c5ccc(OC)cc5)s4)n3)c2)CC1	75.8	58.9	100.3	116.7	41.9	77.4	82.0	96.1
Cc1ccc(Nc2nc3n[nH]c(Nc4cccc(Cl)c4)c3c(=O)[nH]2)cc1	99.0	95.5	94.0	114.8	91.1	92.7	105.1	104.3
O=C(COc1ccc(/C=C2\COc3ccccc3C2=O)cc1)Nc1nccs1	15.0	-8.3*	2.7*	·	-2.8*	90.0	-38.3*	95.9
NC(N)=NC(N)=Nc1ccc(O)cc1	91.3	75.0	·	86.7	44.7	112.8	296.6	117.5
COc1ccc(S(=O)(=O)NC2C3c4ccccc4C(c4ccccc43)C2O)c(OC)c1 (configuration not stated)	95.7	95.7	109.7	101.3	98.1	99.3	103.8	110.0
O=C(Nc1ccccc1[N+](=O)[O-])c1ccc(Cl)cc1Cl	98.4	97.3	·	103.8	103.5	93.9	120.8	109.8
CCN(CC)CCC(CNc1ccnc2cc(Cl)ccc12)c1ccc(OC)cc1 (configuration not stated)	72.3&80.6	1.9*	66.1&72.2	-3.6*	-16.4*	77.2&57.9	74.0	44.1&33.1
Brc1ccc(-c2nnc(N3c4ccccc4C=Cc4ccccc43)o2)cc1	69.5	45.5	·	82.2	27.0	78.5	85.6	77.7
O=C(Cc1csc2nc(-c3ccc(Cl)cc3)cn12)N/N=C/c1ccccc1O	42.5	41.0	62.6	56.7	-11.5*	57.7	·	35.5
CC(C)Cc1ccc(CC(=O)O)cc1	107.6	113.5	113.0	107.8	91.6	105.7	117.4	106.3
COC(=O)C1(C)CCc2c(ccc3ccccc23)C1=O (configuration not stated)	102.4	101.6	·	99.0	95.3	·	85.6	106.3
COc1cc(NC(=O)Nc2cnc(Nc3ccc(N4CCOCC4)cc3)nc2Oc2ccc(F)cc2)cc(OC)c1	91.0	72.5	98.2	95.5	66.2	53.5	85.7	87.6
CC(=O)Nn1cnc2c(=S)nc[nH]c21	90.1	108.8	98.7	98.6	99.8	76.0	88.5	105.4
Cc1ccc2[nH]c(=O)c(C(c3ccc(Cl)cc3)c3c(O)c4cc(C)ccc4[nH]c3=O)c(O)c2c1	84.2	·	82.6	95.8	94.1	79.7	68.4	88.7
O=C(O)COc1c(Cl)c(Cl)cc(Cl)c1Cl	100.8	100.1	118.0	86.2	102.1	96.2	104.4	105.8
NC(N)=Nc1ccc(Oc2cccc(Nc3cccc(C(F)(F)F)c3)c2)cn1	-69.1*	-47.3*	61.2	-37.1*	-46.9*	37.3	52.8	12.0
CC(=O)C(Cc1ccc(Cl)cc1)c1ccccc1 (configuration not stated)	93.1	97.9	100.0	101.6	81.6	89.1	99.5	101.4
Cc1nc([C@H]2CC[C@H]3[C@@H]4CCC5=CC(=O)CC[C@]5(C)[C@H]4CC[C@]23C)cs1	55.2	18.0	·	·	·	42.0	104.0	97.4
COc1ccc(Cc2cnc(NC(=O)c3ccc4c(c3)OCCO4)s2)cc1	9.6*	·	43.6	19.1	3.3*	42.8	31.7	37.1
CCCCC(=O)Nc1c(C(=O)Nc2ccccc2)sc2nc3c(cc12)C(OC(=O)CCCC)CCC3 (configuration not stated)	82.9	85.3	85.4	56.2	-10.6*	79.0	89.5	87.9
COC(=O)c1cccc2c1c(/C=C1\SC(=S)NC1=O)cn2C	90.6	101.8	95.2	109.6	103.0	94.4	89.4	102.0
CN(C)c1nc(N)c2nccnc2n1	96.0	128.3	104.3	115.0	·	104.0	105.1	108.1
CC(C)(C)c1cc(-c2nc3ccc(N4CCN(S(C)(=O)=O)CC4)cc3[nH]2)cc(C(C)(C)C)c1O	76.4	78.4	101.6	96.1	56.2	76.6	86.4	104.4
CCOC(=O)c1ccc2c(c1)nc(NS(=O)(=O)c1ccc(C)cc1)n2-c1cc(OC)c(OC)c(OC)c1	96.9	103.8	111.2	107.8	101.5	105.1	92.9	100.3

A second format for nine compounds above.
Sequence of screens – MCF7	K-562	BT-549	MDA-MB-468	SR	T-47D	HS 578T	MDA-MB-231
- CC(=O)Nn1cnc2c(=S)nc[nH]c21
→ 90.1	108.8	98.7	98.6	99.8	76.0	88.5	105.4
- Cc1ccc2[nH]c(=O)c(C(c3ccc(Cl)cc3)c3c(O)c4cc(C)ccc4[nH]c3=O)c(O)c2c1
→ 84.2	·	82.6	95.8	94.1	79.7	68.4	88.7
- O=C(O)COc1c(Cl)c(Cl)cc(Cl)c1Cl
→ 100.8	100.1	118.0	86.2	102.1	96.2	104.4	105.8
- NC(N)=Nc1ccc(Oc2cccc(Nc3cccc(C(F)(F)F)c3)c2)cn1
→ -69.1*	-47.3*	61.2	-37.1*	-46.9*	37.3	52.8	12.0
- CC(=O)C(Cc1ccc(Cl)cc1)c1ccccc1 (configuration not stated)
→ 93.1	97.9	100.0	101.6	81.6	89.1	99.5	101.4
- Cc1nc([C@H]2CC[C@H]3[C@@H]4CCC5=CC(=O)CC[C@]5(C)[C@H]4CC[C@]23C)cs1
→ 55.2	18.0	·	·	·	42.0	104.0	97.4
- COc1ccc(Cc2cnc(NC(=O)c3ccc4c(c3)OCCO4)s2)cc1
→ 9.6*	·	43.6	19.1	3.3*	42.8	31.7	37.1
- CCCCC(=O)Nc1c(C(=O)Nc2ccccc2)sc2nc3c(cc12)C(OC(=O)CCCC)CCC3 (configuration not stated)
→ 82.9	85.3	85.4	56.2	-10.6*	79.0	89.5	87.9
- COC(=O)c1cccc2c1c(/C=C1\SC(=S)NC1=O)cn2C
→ 90.6	101.8	95.2	109.6	103.0	94.4	89.4	102.0

(continued)
SMILES	MCF7	K-562	BT-549	MDA-MB-468	SR	T-47D	HS 578T	MDA-MB-231
Cc1cc(C)nc(/C=C(\NC(=O)c2ccccc2)c2ccccc2)c1	90.3	106.6	110.0	103.1	102.8	97.8	104.8	88.8
CCCCCCNC(=O)Oc1ccc(/C(=C(/C)Cc2ccc(OC)cc2)c2ccc(OCCN(C)C)cc2)cc1	20.4	-38.8*	88.1	62.9	-22.5*	25.8	45.9	43.0
NC(=O)c1ccccc1Nc1ccc2nnc(-c3ccncc3)n2n1	31.9	65.7	54.3	23.1	21.7	74.1	103.4	71.3
COc1cc(OC)c(C(=O)O)c(OC)c1OC	93.6	99.3	102.0	113.8	97.2	92.0	101.8	112.1
N/C(=N\c1nc2ccccc2o1)NC(=O)Nc1ccccc1	90.4	96.0	91.7	112.4	90.3	102.1	93.9	88.6
COc1ccc(C(=O)/C=C/c2cn(-c3ccc(F)cc3)nc2-c2ccc(S(C)(=O)=O)cc2)cc1	44.3	37.6	87.7	81.0	43.8	80.4	97.2	89.2
CCCCCCCC/C=C\CCCCCCCCOc1ccc(CC(=O)NCC[N+]2(C)CCCC2)cc1	57.1	41.6	73.6	33.5	50.3	77.2	84.2	59.8
O=C(CSc1nc2sc3c(c2c(=O)n1-c1ccccc1)CCCCC3)N/N=C/c1ccc(F)cc1	26.8	64.2	48.4	-3.8*	11.3	16.9	-13.9*	-26.1*
Cc1ccc(-c2cc(-c3ccc(F)cc3)[nH]c(=O)c2C#N)s1	94.4	95.4	93.2	98.6	118.2	85.6	84.1	98.8
O=C(O)CCCCCNC(=O)c1nc(-c2ccccc2)n(-c2ccc([N+](=O)[O-])cc2)n1	96.3	·	103.3	113.8	112.3	115.2	102.6	109.8
CC(=O)[C@@H]1CC[C@]2(CN)CC[C@]3(C)[C@H](CC[C@@H]4[C@@]5(C)CCCNC(C)(C)[C@@H]5CC[C@]43C)[C@@H]12	76.6	·	94.5	86.1	64.9	94.3	94.0	100.1
CC1(O)c2ccccc2-c2ccccc2C1(C)O (configuration not stated)	93.3	101.5	98.8	121.0	90.8	101.9	97.0	124.2
Cl.Fc1c[c-]c(-c2ccccn2)c(F)c1.[Pt].c1ccc([PH+](C[PH+](c2ccccc2)c2ccccc2)c2ccccc2)cc1	-83.7*	-18.5*	-85.0*	-75.7*	-25.4*	-56.2*	-25.2*	-83.8*
Cc1ccc(-c2nc3ccccn3c2/C=C2/C(=O)Nc3ccc(F)cc32)cc1	44.8	·	37.6	87.5	·	88.7	67.1	83.3
Cc1nc2ccc(Nc3nc(Cl)nc(Nc4ccc(F)cc4)n3)cc2n1Cc1ccccc1	62.6	36.9	60.2	69.7	36.1	36.8	88.9	74.1
CC(C)(C)CC(C)(C)NC(=O)Nc1ncccc1OCc1ccccc1	80.6	89.3	98.2	96.0	89.4	72.0	106.2	96.9
CC1(C)c2nccnc2C[C@]2(C)[C@H]3CC[C@@H]4[C@@H]([C@@]5(C)CCC(=O)O5)CC[C@@]4(C)[C@]3(C)CC[C@@H]12	90.4	106.7	103.2	104.2	90.7	81.6	106.1	88.5
CC(=O)Cc1ccc([N+](=O)[O-])cc1[N+](=O)[O-]	106.0	88.5	·	117.0	92.2	110.7	112.2	105.6
O=c1c(O)cccc2cc(O)c(O)c(O)c12	61.2	22.5	96.3	·	29.5	85.2	36.9	75.4
O=C(O)/C=C/C(=O)Nc1cccc2ccccc12	94.3	112.5	94.8	99.6	·	95.8	96.1	100.8
Cc1cc(C(=O)NNC(=NCc2ccccc2)c2cc(C)on2)no1	86.6	103.0	124.5	·	101.4	91.9	105.5	116.7
Cc1nc2sc(C(=O)Nc3cccc4ccccc34)c(N)c2cc1C(O)c1ccccc1 (configuration not stated)	12.4	4.8*	40.2	18.1	-2.0*	45.4	8.1*	17.1
Cc1cccc(-n2nnc(CC(=S)N3CCOCC3)c2C)c1	101.1	102.2	121.0	117.3	105.1	100.5	105.1	107.6
OCCC(N1CCOCC1)C(O)(c1ccccc1)c1ccccc1 (configuration not stated)	108.9&98.7	108.8&96.3	111.0&99.6	118.9&91.0	·	89.7	90.5&101.3	92.1
COc1cc(/C=C2\Oc3cc(OCCCN4CCCC4)ccc3C2=O)cc(OC)c1	4.8*	-63.3*	78.3	42.3	-49.3*	88.8	70.2	53.7
CC(=O)N1N=C(c2cc3ccccc3oc2=O)CC1c1cn(-c2ccccc2)nc1-c1ccc(Cl)cc1 (configuration not stated)	88.0	107.2	94.6	98.8	95.0	97.2	97.3	88.8
COc1cc(C(=O)NNC(=O)c2ccccc2O)cc(OC)c1OC	92.2	95.7	119.9	103.4	77.8	82.5	95.1	87.5
COc1ccc(C2c3sc4c(Br)cccc4c3Oc3ncnc(N)c32)cc1 (configuration not stated)	63.7	84.0	76.9	86.1	91.1	70.2	80.0	60.7
CN=c1scc(-c2ccc(OC)cc2)n1NC(=O)Cn1nc(-c2ccccc2)ccc1=O	96.3	99.6	108.3	133.8	95.2	94.5	99.2	103.4
COc1ccc(/C=C\C(=O)OCCCCOC(=O)/C=C/c2ccc(OC)cc2)cc1	101.5	96.8	103.8	97.7	98.7	106.6	104.0	97.9
Cn1[nH]cc(/C=N/C(N)=O)c1=O	99.6	103.4	113.0	119.3	102.7	104.3	108.9	101.2
COc1cc2ccc(NC(C)=O)cc2cc1OC	87.2	106.7	126.8	110.7	97.1	117.5	101.1	110.6
Cc1nc2[nH]c(N)nc(=S)c2[nH]1	93.5	107.8	·	109.9	101.8	94.8	107.7	118.8
CC(=O)O[C@H]1CC[C@]2(C)[C@H]3CC[C@@H]4[C@H]5[C@H](C)C6(C)OC[C@]5(CC[C@@]4(C)[C@]3(C)CC[C@H]2C1(C)C)C[C@@H]6C(C)=O	56.7	39.4	96.2	57.3	62.5	74.7	98.6	88.4
C=C(C[n+]1ccccc1)[C@@H]1CC[C@]2(C(=O)O)CC[C@]3(C)[C@H](CC[C@@H]4[C@@]5(C)CC[C@H](O)C(C)(C)[C@@H]5CC[C@]43C)[C@@H]12	94.4	100.2	99.4	102.3	97.8	105.5	95.1	98.7
CC(=O)OCC1OC(OC2C(COC(C)=O)OC(OCCC[S-])C(OC(C)=O)C2OC(C)=O)C(OC(C)=O)C(OC(C)=O)C1OC(C)=O.[Au+].c1ccc(CN2[CH-]N(Cc3ccccc3)C(c3ccccc3)=C2c2ccccc2)cc1 (configuration not stated)	7.4*	4.8*	25.3	10.2	11.0	18.8	47.5	-34.7*

Screening results as filed in PubChem BioAssay.

The order is random. About 13% of those tested had a hit in this group.
